BCLXL inh = inhibitors of human Bcl-xL, primary screen, biochemical, fluorescence polarization, HTS; AID 2129, 2009; 320,000 compounds, 0.7% hits; inhibition, % at 10.9 µM; Bcl-2-like protein 1 (Homo sapiens), Q07817; GST-Bcl-xL / FITC-Bim BH3 peptide fluorescence polarization;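 active = inhibition above the mean of all tested compounds plus 3 SD, cutoff set per campaign, cut at about 30% in these data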;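 note: 0% = DMSO wells and 100% = unlabeled Bim-BH3 peptide competitor; inhibitors lower millipolarization by displacing the labeled peptide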
GLD-1 RNA inh = GLD-1/TGE RNA complex disruptors, primary screen, biochemical, fluorescence polarization; AID 2280, 2010; purified GLD-1 + fluorescein TGE RNA; Female germline-specific tumor suppressor gld-1 (Caenorhabditis elegans), Q17339; 320,000 compounds, 0.44% hits; inhibition, % at 5.96 µM;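 active = percent inhibition above a per-plate cutoff, the plate mean of test compounds plus 3 SD, cut at about 30% in these data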;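 note: 0% = DMSO wells with GLD-1 and probe and 100% = wells lacking GLD-1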
Target sequence (Q17339 whole entry, looked up): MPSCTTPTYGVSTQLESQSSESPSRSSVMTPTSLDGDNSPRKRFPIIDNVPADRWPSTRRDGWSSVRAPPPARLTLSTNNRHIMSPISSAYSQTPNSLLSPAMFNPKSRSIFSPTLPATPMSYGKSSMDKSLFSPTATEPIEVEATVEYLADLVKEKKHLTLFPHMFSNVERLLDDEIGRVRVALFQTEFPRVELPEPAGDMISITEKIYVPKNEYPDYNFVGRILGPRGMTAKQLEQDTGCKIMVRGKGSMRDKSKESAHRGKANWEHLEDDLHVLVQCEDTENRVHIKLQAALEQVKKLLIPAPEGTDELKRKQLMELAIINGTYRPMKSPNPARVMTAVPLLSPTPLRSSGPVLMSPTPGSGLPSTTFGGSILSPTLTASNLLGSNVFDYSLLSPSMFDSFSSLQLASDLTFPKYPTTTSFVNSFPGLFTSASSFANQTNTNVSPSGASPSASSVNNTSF
Fam108B inh = mouse Fam108B serine hydrolase inhibitors, primary screen, counter-screen for RBBP9 inhibitor project, biochemical, fluorescence polarization. 300,000 compounds, 0.33% hits. recombinant Fam108B, FP-Rh probe fluorescence polarization. inhibition, % at 9.51 µM. AID 1947, 2009;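 active = inhibition above the screen mean inhibition plus 3 SD, computed separately per campaign, cut at about 18% in these data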;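 note: inhibitors lower polarization as less probe binds the enzyme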
PME-1 primary = PME-1 inhibitors via competitive probe labeling, primary screen, biochemical, fluorescence polarization, FP-Rh probe, HTS; AID 2130, 2009; recombinant PME-1; 320,000 compounds, 0.53% hits; inhibition, % at 5.9 µM; Protein phosphatase methylesterase 1 (Homo sapiens), Q9Y570;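 active = inhibition above the campaign mean of all compounds plus 3 SD, cut at about 26% in these data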;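 note: competitive labeling of PME-1 active site by serine hydrolase directed probe; 0% = PME-1 with DMSO and 100% = wells lacking PME-1 enzyme; inhibitors block probe labeling so polarization falls and inhibition rises; many of its hits are not listed in these tables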
Efflux pump mplx = inhibitors of Candida efflux pumps in yeast, primary screen, S. cerevisiae, Nile Red, multiplex | S. cerevisiae Candida pump triplex | 330,000 compounds, 0.44% hits | inhibition, % at 10 µM;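 active = plate passing quality check with inhibition over a set limit, or well fluorescence over plate mean plus 4 SD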;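 note: Nile Red retained in pooled yeast measured as flow cytometry median fluorescence; 0% = buffer negative control and 100% = Enniatin B positive control; higher means more Nile Red kept so more efflux inhibition; some compounds called inactive have numbers as strong as hits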
MCL1 BIM primary = inhibitors of MCL1 binding to BIM-BH3, primary screen, biochemical, fluorescence polarization. Induced myeloid leukemia cell differentiation protein Mcl-1 (Homo sapiens), Q07820. GST-MCL1 / FITC-Bim-BH3 fluorescence polarization. inhibition, % at 10.9 µM. 320,000 compounds, 0.68% hits;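 active = inhibition above the mean inhibition of all tested compounds plus 3 SD, set per campaign, cut at about 40% in these data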;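 note: 0% = DMSO wells and 100% = unlabeled Bim-BH3 peptide control; higher means more loss of mP so more displacement of Bim peptide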
VLA-4 inh = inhibition in human VLA-4 binding assay, primary screen, VLA-4 allosteric modulator project, MLPCN library, flow cytometry, VLA-4 expressing cells. ligand binding flow cytometry. inhibition, % (about 7 µM as worked out from the volumes in the protocol). 330,000 compounds, 0.2% hits; in the data active = inhibition above about 50%
GRK2 aptamer HTS = compounds blocking aptamer binding on GRK2 – biochemical, human GRK2, bead flow cytometry, HTS, primary screen; Beta-adrenergic receptor kinase 1 (Homo sapiens), P25098; FAM-aptamer displacement from GRK2; inhibition of aptamer binding, % at 10 µM; 330,000 compounds, 0.59% hits; AID 488847, 2010;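 active = inhibition of aptamer binding above 40%, roughly 3 SD of noise, on plates passing a quality check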;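 note: median bead fluorescence of bound FAM aptamer so fluorescent compounds give negative values; no value below 0 was filed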
MEX-5 binding = MEX-5 zinc finger RNA-binding disruptors – biochemical, C. elegans, fluorescence polarization, MLPCN library, primary screen | MEX-5/FITC-TCR2 RNA binding; stronger effect = lower value | activity score (negative = inhibition of binding), % at 10 µM | 300,000 compounds, 0.38% hits | AID 1832, 2009;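 active = inhibition past about -25% in most replicates, and total fluorescence under double the plate's negative control median, limit read from the data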;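 note: 0% = DMSO and -100% = 5 µM competing unlabeled TCR2 RNA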
Target sequence (Q9XUB2 whole entry, looked up): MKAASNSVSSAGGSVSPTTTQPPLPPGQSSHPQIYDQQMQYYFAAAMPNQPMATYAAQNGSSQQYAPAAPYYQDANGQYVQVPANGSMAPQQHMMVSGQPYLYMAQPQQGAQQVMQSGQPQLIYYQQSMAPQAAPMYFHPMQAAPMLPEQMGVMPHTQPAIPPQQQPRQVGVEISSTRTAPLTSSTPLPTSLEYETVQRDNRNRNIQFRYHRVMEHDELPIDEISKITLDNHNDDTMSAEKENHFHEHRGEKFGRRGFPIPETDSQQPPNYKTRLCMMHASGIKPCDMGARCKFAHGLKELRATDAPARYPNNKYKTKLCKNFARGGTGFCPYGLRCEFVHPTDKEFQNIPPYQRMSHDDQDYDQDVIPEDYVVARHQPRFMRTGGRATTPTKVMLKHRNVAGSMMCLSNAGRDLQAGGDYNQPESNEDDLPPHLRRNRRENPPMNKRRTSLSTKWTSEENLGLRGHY
An asterisk follows results filed as active; . = no result given. The list is partial (hit frequency here may not be typical).

SMILES	BCLXL inh	GLD-1 RNA inh	Fam108B inh	PME-1 primary	Efflux pump mplx	MCL1 BIM primary	VLA-4 inh	GRK2 aptamer HTS	MEX-5 binding
COc1ccc(NS(=O)(=O)c2cc(NC(=O)CNC(=O)c3cccc(OC)c3)ccc2C)cc1	6	4	-4	-4	-0.1	7	21	5	0.5
COc1ccc(CCN2CC(C(=O)OCC(=O)Nc3c(C)nn(-c4ccccc4)c3C)CC2=O)cc1OC (stereo not given)	1	2	4	-5	0.0	-3	9	0	-0.2
CC1(C)Cc2cccc(OCC(=O)Nc3ccccc3N3CCOCC3)c2O1	1	4	3	5	-0.1	-1	11	3	2.1
C/C(Cl)=C\Cn1c(Nc2ccccc2)nc2c1c(=O)n(C)c(=O)n2C	3	5	-1	15	0.0	2	7	3	-0.6
COc1ccc(N2CCN(C(=O)Cn3nnc(-c4ccc(N(C)C)cc4)n3)CC2)cc1	2	3	-2	-2	-0.2	-3	1	0	-3.5
Cc1ccc(N2C(=O)c3n[nH]c(C)c3C2c2cccnc2)cc1 (stereo not given)	4	-2	-1	-1	-0.1	-1	5	1	-0.3
Cc1ccc([N+](=O)[O-])cc1S(=O)(=O)NCCc1c(C)[nH]c2c(C)cccc12	4	5	6	13	0.0	0	7	0	2.2
CC(=O)Nc1ccc(C(=O)N/C(=C/c2ccccc2)C(=O)N2CCCCC2)cc1	2	7	-7	-5	-0.3	8	1	6	-3.0
Cc1ccc(N2CC(C(=O)Nc3nnc(C)s3)CC2=O)cc1 (stereo not given)	2	6	-3	3	-0.1	7	2	0	1.0
O=C(NC1CCCCC1)C(Cc1ccccc1)NS(=O)(=O)c1cccs1 (stereo not given)	-1	-4	2	-1	0.2	0	21	3	0.9
CCCCN(Cc1cc2cccc(C)c2[nH]c1=O)S(C)(=O)=O	2	-6	1	-5	0.1	1	-3	0	0.4
CCCc1cc(C(=O)OC)c(NC(=O)CCCC(=O)O)s1	2	3	8	2	-0.1	-6	11	7	2.3
O=C(O)c1ccccc1NCN1C(=O)C2CC=C(Cl)CC2C1=O (stereo not given)	4	-5	2	-9	0.0	1	-4	0	3.0
COc1cccc(CNC(=O)c2ccc(NC(=O)CC3SC(N4CCCCC4)=NC3=O)cc2)c1 (stereo not given)	6	-3	.	2	0.1	-4	0	2	.
CCOC(=O)C1CCN(C(=O)NC23CC4CC(CC(C4)C2)C3)CC1	-3	5	-2	0	0.1	3	6	0	-0.7
CCOC(=O)CSc1nnc(SCCN2C(=O)c3ccccc3C2=O)s1	0	3	-3	-3	0.0	-11	7	5	2.7
O=C(Nc1nnc(CC2=CCCCC2)s1)Nc1ccccc1F	-2	6	-4	-5	0.1	0	-1	1	0.8
Cc1ccc(Nc2nc(-c3ccc(S(=O)(=O)N4CCCC4)cc3)cs2)cc1C	6	6	8	12	0.0	-7	-6	0	-2.1
CC(C)CCn1c(CN2CCN(C(=O)c3ccco3)CC2)nc2c1c(=O)n(C)c(=O)n2C	6	6	0	8	0.0	8	-12	2	0.3
COc1ccc(NC(=O)/C(C#N)=C/c2ccc(Br)o2)cc1	5	3	1	-9	0.1	25	1	67*	0.0
COC(=O)c1c(NC(=O)CSc2nc(-c3ccco3)cc(C(F)(F)F)n2)sc2c1CCCC2	0	-5	-1	5	0.2	4	-2	0	1.4
Cc1cc(-c2nnc3sc(-c4ccc(Cl)cc4Cl)nn23)n[nH]1	-6	6	1	0	0.1	-6	0	1	-1.3
COc1cc(C(=S)N2CCOCC2)ccc1OC(=O)c1cc(OC)c(OC)c(OC)c1	-1	6	5	5	0.0	6	1	1	-1.7
Cc1cc(NC(=O)c2ccc(F)cc2)n(-c2ccccn2)n1	-3	2	0	-1	0.1	-2	2	4	1.0
COCc1nnc(SCC(=O)NC(C)c2ccccc2)n1-c1ccccc1 (stereo not given)	-3	6	-3	-3	-0.1	-7	1	2	2.8
CCCCSCc1[nH]c(=O)[nH]c1C(=O)CCCCC(=O)OCC	6	5	2	2	0.1	4	12	0	-2.2
CCOc1ccc(S(=O)(=O)N(C)CC(=O)N2CCCC2)cc1	2	-1	-4	-1	-0.1	2	5	1	0.5
Nc1cc(S(=O)(=O)c2ccc(O)c(N)c2)ccc1O	6	-7	9	3	0.1	15	7	2	-12
CCC(=O)c1ccc(OCC(=O)Nc2cc(S(=O)(=O)N3CCCCC3)ccc2OC)cc1	-3	1	-3	20	0.0	-8	-8	0	0.1
Cc1csc(NC(=O)CSc2nnc(-c3cc(C)on3)o2)n1	13	4	1	-2	0.1	25	-1	0	-6.9
O=C(O)/C=C/C(=O)Nc1ccccc1SC(F)(F)C(F)(F)C(F)(F)F	9	1	1	1	0.1	7	16	0	0.0
COc1ccc(Cn2c(=O)[nH]c3cc(C(=O)NCCCN4CCCCCC4)ccc3c2=O)cc1	0	2	-1	-6	0.3	5	-5	0	0.9
CCOC(=O)c1ccc(S(=O)(=O)N2CCN(C(=O)c3ccccn3)CC2)cc1	.	5	.	.	-0.1	.	15	4	.
COC(=O)c1ccc(NC(=S)NN2CCCCC2c2cccnc2)cc1 (stereo not given)	4	2	-1	-6	0.0	13	-6	1	.
COCCN1CCN(C(=O)C2CCC(=O)N(Cc3ccccc3OC)C2)CC1 (stereo not given)	-1	0	-4	-1	1.2	-4	0	4	-1.8
CC(C)(C)OC(=O)C[C@H]1C/C=C\C[C@@H](CC(=O)N(CCO)Cc2ccccc2)C(=O)N[C@H](C(C)(C)C)COC1=O	.	1	.	.	-0.1	.	10	2	.
COc1cccc(C2Cc3ccccc3C(=O)O2)c1 (stereo not given)	3	13	-1	-3	0.3	0	0	0	1.2
CC1CCN(S(=O)(=O)c2ccc3[nH]c(=O)cc(C(=O)O)c3c2)CC1	-2	-1	-7	0	-0.1	0	5	7	0.7
Cc1ccc(C(=O)N[C@H](C(=O)OCC(=O)NC2CCS(=O)(=O)C2)C(C)C)cc1 (stereo not given in full)	7	9	2	7	0.3	0	1	0	-0.8
CCOC(=O)C(=CNc1nc(-c2ccccc2)c(C(=O)Nc2ccc(-c3ccccc3)cc2)s1)C(=O)OCC	5	5	-2	-6	0.0	0	-1	2	-1.3
CC1(C)CC(=O)c2cnc(NC(=O)CSC(=S)N3CCCCC3)nc2C1	5	4	0	-2	0.2	23	4	4	-1.1
COC(=O)c1c(NC(=O)c2cccnc2)sc(C(=O)N(C)C)c1C	0	-2	1	2	-0.1	5	8	0	-0.4
COc1cc(NC(=O)C2=C(C)OCCS2)c(Cl)cc1C(=O)NCCN(C)C	2	12	-2	-3	0.1	2	10	0	1.0
CN1C(=O)C(O)(C2OC(C)(C)CCC2=O)c2ccccc21 (stereo not given)	-1	-4	-2	-3	0.0	-4	7	1	-0.8
C#CCN(C)CC/C=C1\c2ccccc2CSc2ccccc21	0	-2	-3	5	0.1	-7	14	4	-1.2
COc1ccccc1NC(=O)Nc1nc(CC(=O)N2CCN(c3ccccc3F)CC2)cs1	-3	8	-3	0	0.3	-1	-3	1	1.9
Cc1ccc(-n2nnnc2-c2cnoc2-c2cccc(F)c2)cc1	2	3	-2	-1	0.2	3	3	0	1.9
Cc1nn(C)c(C(=O)Nc2ccc(Br)cc2F)c1Br	4	-3	-3	5	0.0	-2	24	0	0.7
CC(C)n1cnc2cc(NCc3nc4ccccc4n3C)ccc21	5	1	3	-4	-0.2	-4	0	0	-3.6
O=C(CCCN1C(=O)CCC1=O)Nc1ccc(Cl)c(C(F)(F)F)c1	6	-3	-1	3	-0.2	9	-9	2	-0.8

Three compounds out of the list above, sorted by their value in GRK2 aptamer HTS, lowest first:
canonical_smiles	GRK2 aptamer HTS
CCC(=O)c1ccc(OCC(=O)Nc2cc(S(=O)(=O)N3CCCCC3)ccc2OC)cc1	0
CC(C)CCn1c(CN2CCN(C(=O)c3ccco3)CC2)nc2c1c(=O)n(C)c(=O)n2C	2
Cc1cc(NC(=O)c2ccc(F)cc2)n(-c2ccccn2)n1	4

Next part.
SMILES	BCLXL inh	GLD-1 RNA inh	Fam108B inh	PME-1 primary	Efflux pump mplx	MCL1 BIM primary	VLA-4 inh	GRK2 aptamer HTS	MEX-5 binding
CCOc1cc(NC(=O)CCl)c(OCC)cc1NC(C)=O	3	2	3	-6	-0.1	0	0	0	0.6
CC(C)Oc1cccc(C(=O)C2CCCN(C(=O)c3ccsc3)C2)c1 (stereo not given)	-1	7	2	-2	0.0	1	1	0	-0.2
O=C1C(=O)N(CCN2CCOCC2)C(c2ccc([N+](=O)[O-])cc2)/C1=C(/O)c1ccc2c(c1)OCO2 (stereo not given)	-2	6	3	-2	0.1	-1	26	0	-1.8
COc1ccc(OCCn2ccnc2)cc1	6	4	1	0	-0.1	-2	4	39	-0.4
COc1ccc(CNC(=O)c2coc(=O)c3ccccc23)c(OC)c1	2	4	3	-4	0.3	-3	8	2	-1.0
O=C(CCn1nc(-c2ccccc2)c2ccccc2c1=O)NN1CCOCC1	8	3	2	-2	-0.2	8	3	0	0.2
CC(Sc1nc2ccccc2n1C)C(=O)Nc1ccc(N2CCOCC2)cc1 (stereo not given)	2	0	-3	-4	0.0	0	-3	7	-0.5
O=C(NCCCN1CCOCC1)C1CCC(=O)N1C1CCCCC1 (stereo not given)	1	5	-1	-6	0.2	1	1	2	-0.2
O=C(O)c1ccc(N/N=C/c2ccc(-c3ccc(Cl)cc3Cl)o2)cc1	-3	0	28*	64*	0.0	-2	6	1	-0.6
Cc1cc(=O)[nH]c(SCC(=O)Nc2ccc(S(=O)(=O)N3CCCCC3)cc2)n1	3	0	-1	6	0.1	-1	9	1	-2.1
Cc1cc2cc(C)c3nnc(SCc4ccccn4)n3c2cc1C	-3	-5	4	-11	-0.3	5	3	3	-2.1
CC(C)n1cnnc1SCC(=O)NNC(=O)COc1ccc(Cl)cc1	3	5	-1	0	-0.1	8	2	0	2.1
O=C(CN1CCN(c2ncc(C(F)(F)F)cc2Cl)CC1)Nc1ccc2c(c1)OCO2	0	3	0	-5	-0.1	-2	10	2	-0.4
CCOC(=O)COc1ccc(S(=O)(=O)Nc2ccc3c(c2)OCO3)cc1	4	2	-3	4	0.2	-3	3	0	0.5
CCCn1c(C)cc(/C=C(\C#N)C(=O)OCC(=O)Nc2ccc(OC)c(Cl)c2)c1C	6	-3	-8	-7	-0.2	-6	19	0	1.8
Cc1nc(NC(=O)CSc2nc(N)cc(N)n2)sc1C	2	-1	2	-2	0.3	7	4	2	0.3
O=C(CN(c1cc(Cl)ccc1Cl)S(=O)(=O)c1ccccc1)N1CCOCC1	0	-5	-5	2	-0.1	2	4	1	1.0
O=C1c2ccccc2NC(c2ccc(-c3cccs3)o2)N1O (stereo not given)	-1	-5	.	3	0.1	-6	7	0	.
N/C(=N\OC(=O)COc1ccc(Br)cc1)c1cccc([N+](=O)[O-])c1	3	5	2	1	0.1	3	4	1	1.4

Screens as filed in PubChem.
